FAS-TE inh = FAS thioesterase domain inhibitors, primary screen, biochemical, fluorescence intensity, uHTS | Fatty acid synthase (Homo sapiens), P49327 | recombinant FAS-TE, OMFH fluorogenic substrate, fluorescence endpoint | inhibition, % at 15 µM | 0.67% of 360,000 active;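 active = compounds whose normalised, plate-corrected inhibition of enzyme fluorescence in the single-dose primary screen is 50% or more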;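 also: 0% = DMSO with enzyme and 100% = substrate without enzyme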
PABP1 MLLE inh = inhibitors of PABP1 MLLE–PAM2 peptide binding, primary screen, biochemical, fluorescence polarization, FITC-PAM2, GST-MLLE; inhibition, % at 20 µM; 0.36% of 360,000 active; in the data active = inhibition above about 35%, passing the limit was not always enough;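 also: plate controls were DMSO wells with GST-MLLE for no effect and wells lacking GST-MLLE protein for full effect; some results filed as inactive read as strong as hits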
Neddyl block = inhibitors of cullin neddylation, primary screen, biochemical, TR-FRET, uHTS, NAE and Ubc12; NEDD8-conjugating enzyme Ubc12 (Homo sapiens) + NEDD8-activating enzyme E1 regulatory …; calls only at 25 µM; 0.58% of 360,000 active; AID 651699, 2012; in the data active = inhibition above about 36%
Target sequence (P61081 whole entry, looked up): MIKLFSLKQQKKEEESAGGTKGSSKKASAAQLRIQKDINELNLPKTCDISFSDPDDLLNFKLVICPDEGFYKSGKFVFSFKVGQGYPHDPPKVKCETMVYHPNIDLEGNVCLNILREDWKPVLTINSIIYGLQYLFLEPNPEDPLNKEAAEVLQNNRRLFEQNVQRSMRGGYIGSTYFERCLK
Target sequence (Q13564 whole entry, looked up): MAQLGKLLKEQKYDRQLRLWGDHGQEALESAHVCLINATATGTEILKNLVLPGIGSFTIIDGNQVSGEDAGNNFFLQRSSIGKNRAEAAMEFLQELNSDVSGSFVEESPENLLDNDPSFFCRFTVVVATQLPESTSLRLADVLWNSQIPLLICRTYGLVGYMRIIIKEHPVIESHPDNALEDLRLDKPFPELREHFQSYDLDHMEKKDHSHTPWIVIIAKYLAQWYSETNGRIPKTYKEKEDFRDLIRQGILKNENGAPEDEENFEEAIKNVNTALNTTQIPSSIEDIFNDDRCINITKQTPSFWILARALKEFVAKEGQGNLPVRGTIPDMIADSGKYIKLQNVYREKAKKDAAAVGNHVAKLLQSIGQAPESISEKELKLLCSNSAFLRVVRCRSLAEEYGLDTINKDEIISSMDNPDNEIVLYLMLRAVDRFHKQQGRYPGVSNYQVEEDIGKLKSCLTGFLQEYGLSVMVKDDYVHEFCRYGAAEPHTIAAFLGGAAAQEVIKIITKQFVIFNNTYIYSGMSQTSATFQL
MsrA inhibitor = bovine MsrA enzyme inhibitors, primary screen, biochemical, absorbance, HTS; inhibition, % at 15.5 µM; 0.75% of 360,000 active; AID 651718, 2012; purified bovine MsrA, absorbance read-out; in the data active = inhibition above about 4.5%;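 also: 0% = vehicle wells with enzyme and 100% = reference inhibitor wells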
Rin1-Abl PPI inh = inhibitors of Rin1-Abl protein binding, primary screen, biochemical, TR-FRET; Tyrosine-protein kinase ABL1 (Homo sapiens) + Ras and Rab interactor 1 (Homo sapiens), …; inhibition, % at 7.35 µM; 0.4% of 360,000 active; in the data active = inhibition above about 5%, passing the limit was not always enough
MsrA act = bovine MsrA enzyme activators, primary screen, biochemical, absorbance, HTS; Methionine sulfoxide reductase A (Bos taurus); activation, % at 10.6 µM; 0.3% of 360,000 active; purified bovine MsrA, absorbance read-out; in the data active = activation above about 7.5%;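 also: 0% = vehicle and 100% = reference activator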
Tb MetRS inh = T. brucei MetRS inhibitors, primary screen, biochemical, luminescence; AID 624268, 2012; inhibition, % at 11.9 µM; methionyl-tRNA synthetase (Trypanosoma brucei brucei); 0.4% of 360,000 active; purified T. brucei MetRS, ATP depletion, Kinase-Glo luminescence;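 active = inhibition above a per-plate cutoff of the control wells' mean inhibition plus 3 SD, cut at about 5.5% in these data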;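 also: 0% = DMSO wells median and 100% = median of wells with control inhibitor compound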
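System: purified T. brucei MetRS enzyme / Detection: Kinase-Glo luciferase luminescence reporting remaining unconsumed ATP / Medium: HEPES buffer with MgCl2, KCl, DTT, spermine, BSA, pyrophosphatase / Replication: singlicate, one well per compound / Evaluation: percent inhibition relative to median high and low control wells / Schedule: 2 h aminoacylation at 25 °C after 15 min preincubation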
CSN inh = inhibitors of CSN-mediated cullin deneddylation, primary screen, biochemical, fluorescence polarization, uHTS. Purified CSN, SCF-Nedd8-OG deneddylation. inhibition, % at 12.5 µM. 0.38% of 360,000 active;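 active = pattern-corrected inhibition above about 35%, with an unprinted fluorescence ratio check between 0.5 and 1.5, limit read from the data, passing the limit was not always enough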;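 also: 0% = enzyme with substrate and 100% = substrate without enzyme; some results filed as inactive read as strong as hits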
Target sequence (Q92905 whole entry, looked up, one chain of several): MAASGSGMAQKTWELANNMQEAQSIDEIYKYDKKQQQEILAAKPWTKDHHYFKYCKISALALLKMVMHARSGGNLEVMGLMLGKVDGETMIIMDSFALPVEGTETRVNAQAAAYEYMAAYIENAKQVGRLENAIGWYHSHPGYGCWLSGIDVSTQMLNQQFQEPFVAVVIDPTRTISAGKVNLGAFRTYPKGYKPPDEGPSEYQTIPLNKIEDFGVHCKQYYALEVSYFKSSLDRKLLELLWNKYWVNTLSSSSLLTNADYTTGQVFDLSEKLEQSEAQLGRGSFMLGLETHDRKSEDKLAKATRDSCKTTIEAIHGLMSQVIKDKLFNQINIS
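Assay system: purified human Csn5 enzyme expressed in HEK293T cells; Input: 0.24 nM Csn5 enzyme, final concentration; Reagent: 10 nM SCFSkp2-Nedd8OG; Compound dosing: 12.5 µM single point; Times: reaction 90 min, room temperature; Technique: fluorescence polarization readout.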
eLon inh = inhibitors of E. coli Lon protease, primary screen, biochemical, fluorescence polarization; P0A9M0; purified E. coli Lon protease; inhibition, % at 7.94 µM; 0.42% of 360,000 active; AID 602123, 2011; in the data active = inhibition above about 13%, passing the limit was not always enough;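 also: 0% = enzyme with probe and DMSO and 100% = no enzyme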
Active calls of the source: *; i = inactive; / = no result given.

mol,FAS-TE inh,PABP1 MLLE inh,Neddyl block,MsrA inhibitor,Rin1-Abl PPI inh,MsrA act,Tb MetRS inh,CSN inh,eLon inh
O=C1OCCC1Sc1nc2ccccc2c(=O)n1Cc1ccccc1 (configuration not stated),5,-3,i,0.6,3,0,-0.2,4,4
COc1cccc(-c2cc3nc(NCc4ccccc4F)n(C)c(=O)c3s2)c1,15,3,i,0.9,-7,1,-0.2,-3,-4
CCC(C)(C)NC(=O)C(c1cccn1C)N(C(=O)Cn1nnc2ccccc21)c1ccc(OC)cc1OC (configuration not stated),1,-13,i,-0.4,-5,0,-0.3,-1,3
COc1ccc(CNc2nc(-c3cccnc3)nn2C(=O)C(C)C)cc1,6,-5,i,0.6,5,-7,-0.7,2,-5
CN(C)C(=O)C(=O)c1cccn1-c1ccccc1C#N,-5,2,i,0.7,-1,-5,0.1,-1,-9
CN(C)C(=O)c1cc(C(=O)c2c(F)cccc2F)c[nH]1,-1,14,i,0.6,2,1,0.1,-2,-3
CN(C)c1ccc(CNn2cnnc2SCC(=O)NC(C)(C)C)cc1,-5,-17,i,0.3,-2,-4,-0.8,-5,0
NC(=O)C1CCN(C(=O)c2ccc3ccccc3c2)CC1,-4,-2,i,-0.6,2,-2,-0.5,-4,-7
O=C(CN1CCOCC1)NN1CC(=O)N(c2ccc(Cl)cc2)CC1=O,-1,-12,i,-0.4,1,-5,-0.5,6,1
CCN(CC)c1ccc(/C=N/n2c(=S)[nH]nc(C)c2=O)cc1,-1,-88,i,4.7*,-7,3,-0.2,2,-7
O=S(=O)(Cc1cc(Sc2ccccc2)nc(-c2ccccc2)n1)c1ccccc1,27,9,i,-0.4,0,-7,-0.7,2,5
Cc1ccc(C(=O)NC2CC(C)(C)NC(C)(C)C2)cc1,-5,15,i,-0.3,0,-6,-0.9,3,6
CN1CCN(C(=O)CN(CCc2ccccc2)S(C)(=O)=O)CC1,-3,-3,i,0.6,0,-1,-0.3,1,-8
c1ccc(-c2ccccn2)nc1,-5,-1,i,-1.3,-4,-4,-1.3,-1,-11
CCn1c(=O)cc(OCC(=O)Nc2nc(C)cs2)c2ccccc21,0,0,i,0.1,0,-3,-0.1,-1,3
CCCCOCCCNC(=O)C[C@@H]1C[C@@]2(C(=O)OC)CCCCC=C2N(Cc2ccc3c(c2)OCO3)C1=O,/,/,i,-0.7,/,/,-0.1,-2,/
O=C(NCCCNC(=O)c1cncc(O)c1)c1cncc(O)c1,-5,-3,i,1.5,4,-6,-0.7,-3,-1
O=C(CCN1C(=O)/C(=C/c2cccc(Br)c2)SC1=S)NNC(=O)c1cccnc1,5,5,i,/,3,-9,-0.8,0,-6
CC(=O)Nc1ccc(NC(=O)C(C)OC(=O)CNS(=O)(=O)c2ccc(Br)cc2Cl)cc1 (configuration not stated),-4,2,i,-1.3,3,-2,-0.4,-1,-3
Fc1ccc(N2N=C(c3cccs3)CC2c2ccco2)c(F)c1 (configuration not stated),35,1,/,0.4,1,-3,0.2,-5,3

Retrieved one by one from the list above, two records:
mol,FAS-TE inh,PABP1 MLLE inh,Neddyl block,MsrA inhibitor,Rin1-Abl PPI inh,MsrA act,Tb MetRS inh,CSN inh,eLon inh
O=S(=O)(Cc1cc(Sc2ccccc2)nc(-c2ccccc2)n1)c1ccccc1,27,9,i,-0.4,0,-7,-0.7,2,5
CCCCOCCCNC(=O)C[C@@H]1C[C@@]2(C(=O)OC)CCCCC=C2N(Cc2ccc3c(c2)OCO3)C1=O,/,/,i,-0.7,/,/,-0.1,-2,/

The main list resumes, starting 3 compounds before the break.
mol,FAS-TE inh,PABP1 MLLE inh,Neddyl block,MsrA inhibitor,Rin1-Abl PPI inh,MsrA act,Tb MetRS inh,CSN inh,eLon inh
O=C(CCN1C(=O)/C(=C/c2cccc(Br)c2)SC1=S)NNC(=O)c1cccnc1,5,5,i,/,3,-9,-0.8,0,-6
CC(=O)Nc1ccc(NC(=O)C(C)OC(=O)CNS(=O)(=O)c2ccc(Br)cc2Cl)cc1 (configuration not stated),-4,2,i,-1.3,3,-2,-0.4,-1,-3
Fc1ccc(N2N=C(c3cccs3)CC2c2ccco2)c(F)c1 (configuration not stated),35,1,/,0.4,1,-3,0.2,-5,3
O=C(NCc1ccccn1)c1cc(S(=O)(=O)N2CCCCCC2)ccc1Cl,-3,10,i,-1.5,-1,-2,-0.3,3,-2
O=C(Cn1cc(C(F)(F)F)cc(Cl)c1=O)Nc1cccc(S(=O)(=O)N2CCCCC2)c1,9,-10,i,0.5,3,-1,-0.3,4,-5
COCCNC(=O)Cn1cnc2ccc(S(=O)(=O)N3CCC(C)CC3)cc2c1=O,-2,1,i,0.1,0,-3,-0.2,0,3
Clc1ccc(OCCn2ccnc2)c2ccccc12,-6,-2,i,-0.5,-6,-3,-0.2,2,0
Cc1cccc(Cc2c(C)nc3nc(SCC(=O)NCc4ccco4)nn3c2C)c1,-7,1,i,-0.6,-1,-5,-0.4,2,-5
Cc1nc(C(=O)N2CCCC(Nc3ccc(C)c(C)c3)C2)cs1 (configuration not stated),-1,7,i,0.6,0,-10,-0.3,0,10
COc1ccccc1C(=O)NCCC(=O)N1CCCC(C(F)(F)F)C1 (configuration not stated),5,4,i,-1.6,2,-1,-0.4,0,-14
COc1c(C)cc(C(=O)C2CCCN(C(=O)Cn3nc(C)nc3C)C2)cc1C (configuration not stated),-5,9,i,0.0,1,-10,-0.7,0,8
COc1cccc(CN(CC(=O)NC2CCCC2)C(=O)CCC(=O)Nc2cc(C)on2)c1,-14,-3,i,2.2,-1,-2,-0.8,-5,-4
CN(C)CCCNC(=O)c1ccc(Cl)c(S(=O)(=O)N(C)c2ccccc2)c1,-6,13,i,0.4,-4,-3,-1.1,1,-5
O=C(NCC1CCCO1)C1CCN(S(=O)(=O)c2ccccc2)CC1 (configuration not stated),-2,1,i,0.5,-1,-8,-1.8,0,4
CCc1ccc(N(C(=O)CNC(=O)c2ccco2)C(C(=O)NCC2CCCO2)c2ccccc2)cc1 (configuration not stated),-1,-2,i,-1.8,2,-7,0.2,2,-5
O=C(OCc1nnc(-c2ccccc2)o1)c1cccc(-n2cnnn2)c1,11,-10,i,0.7,-2,-1,-0.4,-2,-6
CCN(C(=O)c1c([N+](=O)[O-])cnn1C)c1ccccc1,-8,-5,i,-0.8,-3,-3,0.3,1,-5
CC1(C)CC(=O)c2cc(OCC(=O)O)ccc2O1,-5,1,/,0.2,-1,-4,-0.6,0,-13
CC(C)n1nnnc1C1c2ccccc2C(=O)N1Cc1cccnc1 (configuration not stated),-10,/,i,-1.2,/,-2,-0.2,1,-4
COc1ccc(N2CCN(CC(=O)Nc3ccccc3C(=O)NC(C)c3ccccc3)CC2)cc1 (configuration not stated),10,-13,i,-0.9,-2,-2,0.3,-2,-3
COc1ccc(CCNC(=O)C2CCN(S(=O)(=O)c3ccc(Cl)cc3)CC2)cc1OC,-3,-1,i,0.4,-1,-2,-1.3,2,1
COc1ccc(OC)c(-c2csc(N(Cc3ccco3)C(=O)c3cccs3)n2)c1,33,1,i,0.7,2,1,0.5,-1,-1
Nc1cc2c([N+](=O)[O-])cccc2o1,-10,-30,i,-0.1,-11,-5,-0.1,5,-17
Cc1ccc(S(=O)(=O)N2CCOCC2)cc1NC(=O)CSc1nnc(C2CC2)n1C1CC1,-2,7,i,-0.8,-2,5,-0.3,-3,-15
Cc1c(C)c2ccc(O[C@@H]3O[C@H](CO)[C@H](O)[C@H](O)[C@H]3O)c(C)c2oc1=O,-8,3,i,1.2,-3,-7,-1.2,-5,4
Cc1cc(C)n(CC(O)COc2ccc(C(C)(C)C)cc2)n1 (configuration not stated),0,8,i,-0.5,1,-2,0.1,2,-6
CCOC(=O)C1CCN(c2c(NCc3ccc(C(=O)NC4CCCC4)cc3)c(=O)c2=O)CC1,-3,6,i,0.7,-3,-1,-0.1,0,5
O=C(CN1CCOCC1)N/N=C/c1ccccc1,-4,18,i,0.2,2,-6,-1.0,-4,-6
COc1ccc(OCC(=O)NNC(=O)c2cc3ccccc3o2)cc1,-9,-2,i,0.5,2,-1,0.4,3,3
Cc1ccc(C)c(S(=O)(=O)N2CCN(C(=O)CSc3ccccc3)CC2)c1,9,27,i,-1.4,1,-3,-0.5,2,-2
C[C@@H]1C(=O)O[C@H]2C[C@@]34[C@H]5C[C@@H](C(C)(C)C)[C@]36[C@@H](OC(=O)[C@@H]6O)O[C@@]4(C(=O)O5)[C@]21O,-1,-5,i,-0.6,-2,0,-0.2,-1,-7
FC(F)(F)c1cc(CCN2CCNC[C@@H]2CC2CCCCC2)cc(C(F)(F)F)c1,-135,-2,i,-2.8,3,-7,-0.2,-3,7
CC(C)CC(NC(=O)C(COCc1ccccc1)NC(=O)OC(C)(C)C)C(=O)NN (configuration not stated),-5,11,i,0.5,3,3,-0.6,-4,6
COC(=O)c1ccc2c(=O)n(CCN3CCOCC3)c(SCC(=O)Nc3ccc(C)cc3)nc2c1,11,24,i,0.9,-2,-1,-0.9,1,-9
CC(=O)c1ccc(NC(=O)Nc2ncn(Cc3cccc(C)c3)n2)cc1,-13,4,i,1.1,5,4,-0.3,-1,-8
Cc1cccc(NC(=O)CNC(=O)CN2CCN(C)CC2)c1C,-1,0,i,0.7,2,-4,-0.5,4,-2
CCOc1ccc(-c2nnc(-c3cccnc3)o2)cc1OCC,-4,-6,i,2.4,2,9.2*,-0.6,-2,-4
COc1ccc(-c2cn(-c3ccc(C)cc3C)c(=O)[nH]2)cc1OC,-4,0,i,0.5,-2,-1,-0.3,4,-5
CCc1ccccc1NC(=O)COc1ccc2c(c1)OCO2,-1,5,i,0.6,1,1,4.0,-1,-2
CCCCc1c(C)c2ccc(OC)c(/C(C)=N\O)c2oc1=O,-14,10,i,1.1,1,1,-0.2,-5,0
COC(=O)C1C(c2ccc(Cl)cc2)NC(c2ccc(Cl)cc2)C(C(=O)OC)S1(=O)=O (configuration not stated),27,-3,i,0.0,-2,-2,-0.7,-5,6
COC(=O)c1c(NC(=O)CCCC(=O)O)sc(C)c1C,-8,21,i,1.0,-2,0,-0.8,-5,-1
OCCC1CN(Cc2cnc(-c3ccc(Cl)cc3)nc2)CCN1C1CCCCC1 (configuration not stated),-3,-6,i,0.5,-4,-4,-0.2,-1,-3
Cc1ccc(N2CC(C(=O)OCC(=O)Nc3cccc(Cl)c3C)CC2=O)cc1 (configuration not stated),-4,1,i,-0.9,3,-3,-0.3,5,3
CC1CCC(NC(=O)c2ccc(N3CCCC3=O)cc2)CC1 (configuration not stated),-5,-4,i,1.2,-2,-1,-0.4,-3,6
CC1CCCCN1CCNC(=O)C1CC(=O)N(c2ccc(F)c(Cl)c2)C1 (configuration not stated),-4,6,i,-0.8,-1,-1,-0.2,5,-3

Screening results deposited in PubChem BioAssay by several laboratories.
